Screening results: PubChem, several laboratories
NR2E3 ag-1 – inhibitors of NR2E3-RetCOR corepressor binding, primary screen, NR2E3 agonist project, biochemical, TR-FRET, GST-NR2E3, biotin-RetCOR. Photoreceptor-specific nuclear receptor (Homo sapiens), Q9Y5X4. 1536-well. inhibition of corepressor binding, % at 4.78 µM. actives 0.12% (n = 320,000). AID 2300, 2010;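 active = percent inhibition above the cutoff of mean plus 3 SD of all tested compounds, set per screening campaign, cut at about 20% in these data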;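 also: 0% = DMSO wells and 100% = biotin wells as full block of FRET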
Target sequence (Q9Y5X4 whole entry, looked up): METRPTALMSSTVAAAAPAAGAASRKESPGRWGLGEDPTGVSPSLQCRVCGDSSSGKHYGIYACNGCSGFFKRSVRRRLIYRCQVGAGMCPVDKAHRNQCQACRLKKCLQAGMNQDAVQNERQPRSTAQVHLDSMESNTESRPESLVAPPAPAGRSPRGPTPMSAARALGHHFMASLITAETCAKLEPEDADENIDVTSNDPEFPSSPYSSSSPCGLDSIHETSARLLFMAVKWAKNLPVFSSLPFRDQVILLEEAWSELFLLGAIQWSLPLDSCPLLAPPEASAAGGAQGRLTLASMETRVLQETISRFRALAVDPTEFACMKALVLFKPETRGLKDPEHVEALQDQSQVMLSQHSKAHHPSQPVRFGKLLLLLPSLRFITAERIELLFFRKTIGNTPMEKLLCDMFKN
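Format: 1536-well format; test system: GST-NR2E3 and biotin-RetCOR proteins; read-out basis: percent inhibition of TR-FRET ratio; timing: 5 h incubation at 4 °C; detection: time-resolved FRET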
MITF TRPM1 inh – inhibitors of MITF-dependent TRPM1 promoter reporter, primary screen, cell-based, SK-MEL-5, single point, luciferase. SK-MEL-5 TRPM1 promoter luciferase, 24 h. inhibition, % at 12.5 µM. actives 0.83% (n = 330,000). AID 488899, 2010;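 active = mean inhibition across replicates of 60% or more, whatever share of single replicates reaches that level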; also: values of inactives mirror those of a sister screen read the other way
HIF-2a inh – HIF-2a reporter inhibitors, primary screen, luminescence, 786-0 RCC cells; 786-0 RCC cells HIF-2a reporter, luciferase luminescence, overnight; actives 0.72% (n = 360,000); AID 624352, 2012; inhibition, % at 18.8 µM;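 active = inhibition of the luminescence signal of 40% or more relative to plate controls, in a single-dose primary screen at 18.75 µM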
iPSC survival up – enhancers of single-cell hiPSC survival, primary screen, ATPlite luminescence | AID 602274, 2012 | survival enhancement, % at 20 µM | 100% = ROCK inhibitor wells, 0% = DMSO | actives 0.044% (n = 360,000); in the data active = survival enhancement above about 18%;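 also: cells exposed to compounds for 16 hours before the ATP read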
aDG glyco act – activators of alpha-DG glycosylation, primary screen, uHTS, Pro5-aDG cells, AlphaScreen | actives 0.22% (n = 360,000) | alpha-DG glycosylation AlphaScreen (IIH6); 0% Pro5, 100% B10-LARGE cell signal | activation, % at 10 µM;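 active = activation of at least 8% versus controls, or a plate z-score of at least 8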;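 also: Pro5 are CHO cells carrying HIG-tagged alpha-DG that lacks glycosylation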
Granule exo inh – LAMP-1 surface exposure blockers, TALL-104 cells – cell-based, flow cytometry, MLPCN library, primary screen; TALL-104 LAMP-1 surface exposure; cells stimulated with thapsigargin and PMA; inhibition, % at 10 µM; actives 0.66% (n = 360,000); AID 651702, 2012;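 active = inhibition above about 55%, limit read from the data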
NR2E3 ag-2 – NR2E3 agonists in two-hybrid cells, primary screen, cell-based, luminescence, CHO-S, Gal4-NCOR/VP16-NR2E3 | inhibition of corepressor binding, % at 3.98 µM | actives 0.35% (n = 360,000) | AID 602229, 2012 | luciferase;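 active = inhibition above the mean of all tested compounds plus 3 SD, cut at about 70% in these data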;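 also: 0% = DMSO with NR2E3 transfected cells and 100% = cells lacking NR2E3 construct; higher means lower luciferase signal from less NR2E3 corepressor binding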
CaV13 ICDI inh – Primary screen for inhibitors of IQ motif and Ca2+-dependent inactivation inhibitor domain binding in CACNA1D, Förster resonance energy transfer in living cells, …. inhibition, % at 12.3 µM. AID 743397. HEK cells, CFP/YFP FRET ICDI-IQ, plate reader, 10 min; percent FRET-ratio fall versus neutral wells. actives 0.098% (n = 340,000);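 active = mean replicate inhibition of at least 30% and at least 1% of replicates passing that level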;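 also: 0% = median of the neutral control wells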
Peg3 prom inh – Peg3 promoter-driven luciferase inhibitors, primary screen, cell-based, HeLa, luciferase luminescence. inhibition, % at 20 µM. HeLa PEG-Prom luciferase reporter, overnight. actives 1.7% (n = 360,000);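 active = inhibition of at least 50% at 20 µM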
PDI inh – inhibitors of human PDI, primary screen, biochemical, turbidity, single point, plate reader | Protein disulfide-isomerase (Homo sapiens), P07237 | actives 0.052% (n = 350,000) | PDI insulin aggregation turbidity, A650, 90 min | inhibition, % at 10 µM;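 active = mean inhibition across replicates of 30% or more, whatever share of single replicates reach that level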;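 also: absorbance from insulin aggregation driven by PDI reduction with DTT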
Target sequence (P07237 whole entry, looked up): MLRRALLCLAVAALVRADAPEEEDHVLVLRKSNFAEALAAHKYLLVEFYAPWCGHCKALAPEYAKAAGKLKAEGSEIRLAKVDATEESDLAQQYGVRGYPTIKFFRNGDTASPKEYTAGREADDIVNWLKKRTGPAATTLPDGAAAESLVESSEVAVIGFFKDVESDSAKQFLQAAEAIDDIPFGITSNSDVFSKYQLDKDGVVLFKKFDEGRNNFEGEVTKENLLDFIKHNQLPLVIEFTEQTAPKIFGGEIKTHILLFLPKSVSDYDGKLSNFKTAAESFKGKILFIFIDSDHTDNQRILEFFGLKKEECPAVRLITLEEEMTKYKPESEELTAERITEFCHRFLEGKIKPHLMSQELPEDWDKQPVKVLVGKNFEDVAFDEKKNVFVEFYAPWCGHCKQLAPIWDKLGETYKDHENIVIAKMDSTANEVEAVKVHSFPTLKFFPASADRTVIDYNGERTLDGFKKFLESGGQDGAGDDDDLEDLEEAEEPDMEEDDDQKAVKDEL
Vif imaging – HIV Vif self-association inhibitors, primary screen, imaging, HEK293T, single point; HEK293T cells, Vif self-association by quenched fluorescence, 24 h; inhibition, % at 7.49 µM; actives 0.35% (n = 340,000); in the data active = inhibition above about 50%, passing the limit was not always enough; also: some results filed as inactive read as strong as hits
Starred values were filed as active, the others as inactive; / = not tested or not shown. No enrichment for hits, and some 3.5% of all compounds hit somewhere here.

SMILES	NR2E3 ag-1	MITF TRPM1 inh	HIF-2a inh	iPSC survival up	aDG glyco act	Granule exo inh	NR2E3 ag-2	CaV13 ICDI inh	Peg3 prom inh	PDI inh	Vif imaging
COc1cc(OC)cc(C(=O)NNC(=O)c2cc3ccccc3cc2O)c1	/	-7	-7	-0.5	0.1	-5	-25	-7	29	5	35
N#Cc1c(-c2ccc(Cl)cc2)cc(-c2ccccc2)nc1SCC(=O)O	6	16	9	0.1	-0.1	5	18	-21	49	1	0
CC(C)(C)C1CCC(C(=O)Nc2ccccc2)CC1 (configuration not stated)	1	-12	-23	-1.7	-0.1	6	12	-6	-21	-7	-1
O=C(N/N=C/c1cccc([N+](=O)[O-])c1)c1cccs1	-3	-41	-174	-1.2	-0.2	-3	-25	-2	-141	3	0
COc1ccc(S(=O)(=O)NC(C)C(=O)NCc2ccncc2)cc1C (configuration not stated)	3	11	10	2.8	0.0	22	-12	-3	-2	2	2
Cc1ccccc1NC(=O)c1ccc(NC(=O)c2ccco2)cc1	-1	-11	-164	0.3	0.4	2	-17	-3	-70	-1	/
CCCNC(=O)c1ccc(COc2ccc(C)cc2)o1	0	0	-2	-0.6	0.1	-5	-22	-2	-11	-3	2
CC(CN1CCCCC1)OC(=O)c1ccco1 (configuration not stated)	3	12	10	-0.1	0.0	-2	-48	-3	19	4	-12
O=C(NCc1cccnc1)C(=O)c1c[nH]c2ccccc12	4	14	3	0.6	0.0	-4	-14	-5	-7	-33	0
COc1ccc(S(=O)(=O)N(C)C[C@H]2Oc3ccc(NS(=O)(=O)c4ccccc4)cc3C(=O)N([C@H](C)CO)C[C@@H]2C)cc1	/	-7	-2	-0.2	-0.2	-3	-6	-6	-3	4	17
CCCCN(CC)CCNC(=O)c1cc2c(=O)[nH]c3ccccc3c2s1	-2	-61	-7	-0.2	0.3	18	13	-3	8	-10	5
CCOC(=O)NN1C(=O)c2ccccc2NC1c1ccc(OC)cc1 (configuration not stated)	1	-2	6	3.1	0.0	-2	-5	-3	6	2	4

As a short view, some entries already given.
SMILES	NR2E3 ag-1	MITF TRPM1 inh	HIF-2a inh	iPSC survival up	aDG glyco act	Granule exo inh	NR2E3 ag-2	CaV13 ICDI inh	Peg3 prom inh	PDI inh	Vif imaging
COc1cc(OC)cc(C(=O)NNC(=O)c2cc3ccccc3cc2O)c1	/	-7	-7	-0.5	0.1	-5	-25	-7	29	5	35
N#Cc1c(-c2ccc(Cl)cc2)cc(-c2ccccc2)nc1SCC(=O)O	6	16	9	0.1	-0.1	5	18	-21	49	1	0
CC(C)(C)C1CCC(C(=O)Nc2ccccc2)CC1 (configuration not stated)	1	-12	-23	-1.7	-0.1	6	12	-6	-21	-7	-1
O=C(N/N=C/c1cccc([N+](=O)[O-])c1)c1cccs1	-3	-41	-174	-1.2	-0.2	-3	-25	-2	-141	3	0
COc1ccc(S(=O)(=O)NC(C)C(=O)NCc2ccncc2)cc1C (configuration not stated)	3	11	10	2.8	0.0	22	-12	-3	-2	2	2
Cc1ccccc1NC(=O)c1ccc(NC(=O)c2ccco2)cc1	-1	-11	-164	0.3	0.4	2	-17	-3	-70	-1	/
CCCNC(=O)c1ccc(COc2ccc(C)cc2)o1	0	0	-2	-0.6	0.1	-5	-22	-2	-11	-3	2
CC(CN1CCCCC1)OC(=O)c1ccco1 (configuration not stated)	3	12	10	-0.1	0.0	-2	-48	-3	19	4	-12
O=C(NCc1cccnc1)C(=O)c1c[nH]c2ccccc12	4	14	3	0.6	0.0	-4	-14	-5	-7	-33	0
COc1ccc(S(=O)(=O)N(C)C[C@H]2Oc3ccc(NS(=O)(=O)c4ccccc4)cc3C(=O)N([C@H](C)CO)C[C@@H]2C)cc1	/	-7	-2	-0.2	-0.2	-3	-6	-6	-3	4	17
CCCCN(CC)CCNC(=O)c1cc2c(=O)[nH]c3ccccc3c2s1	-2	-61	-7	-0.2	0.3	18	13	-3	8	-10	5
CCOC(=O)NN1C(=O)c2ccccc2NC1c1ccc(OC)cc1 (configuration not stated)	1	-2	6	3.1	0.0	-2	-5	-3	6	2	4

Carrying on.
SMILES	NR2E3 ag-1	MITF TRPM1 inh	HIF-2a inh	iPSC survival up	aDG glyco act	Granule exo inh	NR2E3 ag-2	CaV13 ICDI inh	Peg3 prom inh	PDI inh	Vif imaging
COc1cc(/C=N/O)ccc1Oc1ccc([N+](=O)[O-])cc1[N+](=O)[O-]	7	-1	-13	7.4	0.4	2	24	-5	-12	-5	14
COc1ccc(C2C(C(N)=O)=C(C)Nc3nc(CCCO)nn32)cc1OC (configuration not stated)	3	3	8	-0.5	0.1	-1	-24	/	-5	5	8
CC1=C(C(=O)N2CCOCC2)C(c2cccs2)NC(=O)N1 (configuration not stated)	-4	4	9	-0.7	-0.2	-3	-11	/	10	1	/
O=C(NNc1ccccc1[N+](=O)[O-])Nc1ccc(F)cc1	0	24	13	0.0	0.1	2	-17	-6	13	7	/
CC(=O)Nc1c(O)c2ccccc2[nH]c1=O	-4	-5	12	1.9	-0.1	-2	-4	-5	-1	2	-16
S=c1[nH]nc(-c2ccco2)n1/N=C/c1cccc(Cl)c1	-4	-11	22	-0.6	0.0	-6	-13	-4	11	-4	1
O=C(NCc1cccs1)C1CCCN(S(=O)(=O)c2ccc(Br)s2)C1 (configuration not stated)	2	4	7	-0.3	0.1	-2	5	/	11	-6	-2
COc1c(F)c(F)c(C(=O)O)c(Nc2ccccc2C)c1F	5	5	-1	0.1	-0.1	4	9	-7	-7	1	-4
COC(=O)c1sc(SC)c(-c2ccon2)c1C	1	-5	4	-0.1	-0.1	12	-16	-5	-3	14	-1
Fc1ccc(N=C2NN=C(c3cc(F)ccc3F)CS2)cc1	-5	-28	-161	3.4	0.3	2	-29	-2	-204	3	-17
COc1cccc(C2CCCCN(C)C2=O)c1 (configuration not stated)	1	12	18	0.4	0.0	-4	-6	-20	14	-4	-3
CC(C)c1ccc(NC(=O)COC(=O)CC2CCCC2)cc1	/	/	-27	-0.4	0.0	-2	-25	-3	-26	3	20

Other structures follow:
SMILES	NR2E3 ag-1	MITF TRPM1 inh	HIF-2a inh	iPSC survival up	aDG glyco act	Granule exo inh	NR2E3 ag-2	CaV13 ICDI inh	Peg3 prom inh	PDI inh	Vif imaging
N#Cc1ccc(N/N=C/c2cn(-c3ccccc3)nc2-c2ccccc2)c([N+](=O)[O-])c1	-1	50	17	-1.0	-0.4	-1	-10	-16	29	3	1
Fc1ccc(-c2csc(-c3ccncc3)n2)cc1	-1	-23	-205	0.3	0.0	0	-59	4	-118	3	-3
CC(C)CC(=O)N=C1SC2CS(=O)(=O)CC2N1Cc1ccccc1Cl (configuration not stated)	-6	/	15	2.3	0.0	-5	-19	-5	19	-2	-3
Cc1cc(/C=N/NC(=O)CC2(C)OCCO2)c(C)n1-c1ccc(Cl)c(Cl)c1	5	7	-9	0.9	0.1	-1	3	-1	-3	-12	-14
CC(/C=C/c1ccco1)=N/NC(=O)c1ccccc1Cl	0	-13	-59	-1.8	-0.4	12	-6	-6	-35	1	1
Cn1c(CC(=O)NNC(=O)c2ccc(F)cc2F)nc2ccccc21	0	3	10	1.2	-0.3	-2	-5	-3	-5	2	1
O=C(Nc1ccccc1)O[C@@H]1C[C@H]2CCCC(=O)N3CC[C@@H](C1)[C@@H]23	/	9	-6	0.1	-0.2	-6	8	-10	-8	-6	12
CCOc1ccccc1NC(=O)Nc1ccc2c(c1)CCC2	6	-24	-229	-0.2	-0.2	-2	-19	/	-210	0	7
Cc1ccc(C(=O)Nc2ccc(C)c(S(=O)(=O)N3CCOCC3)c2)c(C)c1	1	4	-18	-0.1	0.1	-5	-1	-6	11	10	-9
CN(/N=C/c1ccncc1)c1cnn(-c2ccc(F)c(Cl)c2)c(=O)c1Cl	0	-7	8	8.0	0.2	-2	-18	-6	9	7	-7
C/C(=N\NC(=O)c1ccccc1O)c1ccc(NC(=O)Cc2ccccc2)cc1	-2	-8	-138	0.1	0.2	2	-73	-6	-28	9	2
CCCCC1Cc2[nH]c(=S)[nH]c(=O)c2C(C(C)C)O1 (configuration not stated)	/	/	-10	0.4	-0.1	-4	18	-5	/	/	/

Further results follow:
SMILES	NR2E3 ag-1	MITF TRPM1 inh	HIF-2a inh	iPSC survival up	aDG glyco act	Granule exo inh	NR2E3 ag-2	CaV13 ICDI inh	Peg3 prom inh	PDI inh	Vif imaging
Cc1ccccc1CNC(=O)C(C)Sc1ccccc1 (configuration not stated)	/	/	-31	-1.4	-0.2	-1	3	-7	-12	-5	/
CCC(C)(C)n1nnnc1CN(Cc1cc2cc(OC)ccc2[nH]c1=O)C1CCCC1	1	0	-21	-0.5	-0.1	0	-11	-3	14	16	3
CC(C)NC(=O)COc1coc(CN2CCN(c3ccccc3F)CC2)cc1=O	-1	5	8	-0.6	-0.2	-3	11	-14	8	0	11
Clc1ccc(OCCN2CCOCC2)cc1Cl	-1	-11	-52	-2.8	0.1	-1	-5	-6	-34	-6	/
CSc1nc2ccc3nc(NC(=O)c4ccccc4)sc3c2s1	1	-39	-230	0.7	-0.3	1	-46	-2	-263	/	-1
CCOc1ccc2[nH]c(=O)c(CN(CCO)C(=O)c3ccccc3F)cc2c1	0	-3	6	-1.8	0.0	-3	37	-6	5	0	-5
CC(Sc1ccc(Cl)cc1)C(=O)NCc1ccc2c(c1)OCO2 (configuration not stated)	1	-2	6	2.5	0.0	6	-8	/	1	1	20
CC/C=C(\NC(C)=O)c1ccccc1	6	-11	8	-2.8	-0.2	12	-17	-4	5	-1	4
Cc1cccc(C(=O)Nc2ccc(C(=O)/C=C/c3ccncc3)cc2)c1	0	55	88*	0.5	-0.2	40	-33	-6	102*	5	-3
Cc1ccc(C)c(N2CCN(S(=O)(=O)c3ccc4c(c3)CC(C)N4C(=O)C3CC3)CC2)c1 (configuration not stated)	2	16	8	-0.4	0.2	32	-14	-7	12	-6	5
Cc1cc(CNC(=O)C(C)n2nc(C)c([N+](=O)[O-])c2C)c2ccccc2n1 (configuration not stated)	-3	4	18	-0.7	-0.2	12	-8	-3	3	-6	6
Cc1cc([N+](=O)[O-])ccc1NC(=O)C1CCCO1 (configuration not stated)	3	4	9	0.4	3.6	1	-23	-2	-9	1	-9
Cc1cc(C)nc(Nc2n[nH]c(COc3cccc4ccccc34)n2)n1	/	21	2	-3.0	-0.1	0	-17	-8	22	-7	3
CNC(=O)NC(=O)CSc1nc2cc(C(=O)OC)ccc2c(=O)n1-c1ccccc1	4	3	1	0.0	-0.2	-2	-7	/	17	7	-2
